# IL2 activator = activators of IL-2; actives 0.065% (n = 360,000); activation, % (series mostly up to about 46 µM); IL-2 activation reporter assay, cell-based qHTS; stimulated with anti-CD3/CD4/CD28 beads; in transgenic mouse T cells; in the data active = activation above about 50%; inconclusive = mostly about 30% to 49%; note: 0% is about no effect
#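 Using fluorescent plate cytometry, EGFP and DsRed are detected in transgenic mouse T cells stimulated 18 h at 37 degrees C with antibody-coated beads after 60 min compound pretreatment.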
# GLP1R cytotox = cytotoxic in the GLP-1 receptor inverse agonist counter-screen; HEK293 cAMP-luciferase reporter cells, luminescence, 24 h; Potency, µM (top dose mostly 38.3 µM), for inactives: at the top dose activity change, negative = inhibition, hits mostly inhibitors; actives 0.13% (n = 410,000); AID 624418;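 note: loss of luciferase light is scored as toxicity; potency is the fitted concentration of half-maximal effect; % is set by controls: 0 for no effect and ±100 for the full control effect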
#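 To flag toxic compounds, the library was rerun on cells for 24 hr at 37 deg C and 5% CO2. Viability-linked luminescence was captured 12 min after adding luciferase detection reagent.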
# DRD3 antagonist = D3 dopamine receptor (human) antagonism; P35462; D3R cells, DiscoveRx beta-arrestin luminescence, antagonist mode; hits give low values; max response, negative = inhibition, %; actives 2.5% (n = 360,000); in the data active = max response below about -50%; inconclusive = no clear call, values can overlap the other calls; note: % is set by controls: 0 for no effect and ±100 for the full control effect; mostly tested at two doses, the higher about 12 µM
#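 Cells plated overnight at 1500 cells/well, then exposed to library compounds with dopamine controls for 90 minutes at 37 degrees C. DiscoveRx reagent added for 30–60 minutes at room temperature; luminescence read, quantitative HTS format.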
# PI5P4K alpha inh = inhibitors of human PI5P4K alpha | P48426 | PI5P4Kalpha enzyme, ADP-Glo luminescence, 60 min; hits give low values | max response, % | actives 1.2% (n = 330,000) | AID 652105; active = max response of -50% or lower; inconclusive = between -30% and -50%; inactive = -30% or higher; note: value at the top dose of about 77 µM; % is set by controls: 0 for no effect and ±100 for the full control effect
#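 ADP-Glo luminescence end-point after a 60 min room-temperature kinase reaction. PI5P4Kalpha and substrate in HEPES pH 7.4 buffer with EGTA, 0.1% CHAPS and 5% DMSO; ATP at 5 microM final.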
# GLP-1R inv ag = inverse agonists of human GLP-1 receptor; HEK293 GLP-1R CRE-luciferase, luminescence, 24 h; GLP-1R form is constitutively active; Potency, µM (series often up to 38.3 µM), for inactives: at the highest dose activity change, negative = inhibition, most hits filed as inhibitors; actives 1.6% (n = 410,000); AID 624417; note: potency is the fitted concentration of half-maximal effect; % is set by controls: 0 for no effect and ±100 for the full control effect; nearly all actives have a fitted effect of over 55% in size
#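 Cells are plated, allowed 12 hours at 37 deg C, then treated with compounds for 24 hr before luciferase detection reagent is added and luminescence is read after 12 min at room temperature. The HEK293 line carries constitutively active GLP-1R with a cAMP-responsive reporter.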
# GLP1R ag = agonists of human GLP-1 receptor. P43220. HEK293 GLP-1R CRE-luciferase, luminescence, 4-6 h; cells express a hypersensitive GLP-1R form. Potency, µM (highest dose often 45.6 µM), for the others: at the top dose activation, hits mostly activators. actives 0.007% (n = 380,000). AID 624172; note: potency is the fitted concentration of half-maximal effect; % of control where 0% means no effect
# D3 ag = activates the human D3 dopamine receptor; P35462; D3R DiscoveRx beta-arrestin cells, luminescence, 90 min; max activation, %; actives 0.58% (n = 410,000); AID 652048; in the data active = max activation above about 30%; note: 0% is about no effect; mostly tested at two doses, the higher about 12 µM
#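 Agonist mode: compounds and dopamine controls were applied to plated cells for 90 min at 37 degrees C after an overnight attachment at 1500 cells/well. Luminescent read-out followed 30 - 60 minutes at room temperature with DiscoveRx detection reagent.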
# WRN helicase inh = blocks human WRN helicase | Q14191 | WRN helicase unwinding, fluorescent forked duplex, kinetic | actives 0.46% (n = 360,000) | AID 651768 | Potency, µM (titrated, usually from 114 µM), for inactives: at the top dose activity change, negative = inhibition, actives largely listed as inhibitors; note: potency is the fitted concentration of half-maximal effect; % is set by controls: 0 for no effect and ±100 for the full control effect; nearly all actives have a fitted effect of over 55% in size
# Target sequence (Q14191 whole entry, looked up): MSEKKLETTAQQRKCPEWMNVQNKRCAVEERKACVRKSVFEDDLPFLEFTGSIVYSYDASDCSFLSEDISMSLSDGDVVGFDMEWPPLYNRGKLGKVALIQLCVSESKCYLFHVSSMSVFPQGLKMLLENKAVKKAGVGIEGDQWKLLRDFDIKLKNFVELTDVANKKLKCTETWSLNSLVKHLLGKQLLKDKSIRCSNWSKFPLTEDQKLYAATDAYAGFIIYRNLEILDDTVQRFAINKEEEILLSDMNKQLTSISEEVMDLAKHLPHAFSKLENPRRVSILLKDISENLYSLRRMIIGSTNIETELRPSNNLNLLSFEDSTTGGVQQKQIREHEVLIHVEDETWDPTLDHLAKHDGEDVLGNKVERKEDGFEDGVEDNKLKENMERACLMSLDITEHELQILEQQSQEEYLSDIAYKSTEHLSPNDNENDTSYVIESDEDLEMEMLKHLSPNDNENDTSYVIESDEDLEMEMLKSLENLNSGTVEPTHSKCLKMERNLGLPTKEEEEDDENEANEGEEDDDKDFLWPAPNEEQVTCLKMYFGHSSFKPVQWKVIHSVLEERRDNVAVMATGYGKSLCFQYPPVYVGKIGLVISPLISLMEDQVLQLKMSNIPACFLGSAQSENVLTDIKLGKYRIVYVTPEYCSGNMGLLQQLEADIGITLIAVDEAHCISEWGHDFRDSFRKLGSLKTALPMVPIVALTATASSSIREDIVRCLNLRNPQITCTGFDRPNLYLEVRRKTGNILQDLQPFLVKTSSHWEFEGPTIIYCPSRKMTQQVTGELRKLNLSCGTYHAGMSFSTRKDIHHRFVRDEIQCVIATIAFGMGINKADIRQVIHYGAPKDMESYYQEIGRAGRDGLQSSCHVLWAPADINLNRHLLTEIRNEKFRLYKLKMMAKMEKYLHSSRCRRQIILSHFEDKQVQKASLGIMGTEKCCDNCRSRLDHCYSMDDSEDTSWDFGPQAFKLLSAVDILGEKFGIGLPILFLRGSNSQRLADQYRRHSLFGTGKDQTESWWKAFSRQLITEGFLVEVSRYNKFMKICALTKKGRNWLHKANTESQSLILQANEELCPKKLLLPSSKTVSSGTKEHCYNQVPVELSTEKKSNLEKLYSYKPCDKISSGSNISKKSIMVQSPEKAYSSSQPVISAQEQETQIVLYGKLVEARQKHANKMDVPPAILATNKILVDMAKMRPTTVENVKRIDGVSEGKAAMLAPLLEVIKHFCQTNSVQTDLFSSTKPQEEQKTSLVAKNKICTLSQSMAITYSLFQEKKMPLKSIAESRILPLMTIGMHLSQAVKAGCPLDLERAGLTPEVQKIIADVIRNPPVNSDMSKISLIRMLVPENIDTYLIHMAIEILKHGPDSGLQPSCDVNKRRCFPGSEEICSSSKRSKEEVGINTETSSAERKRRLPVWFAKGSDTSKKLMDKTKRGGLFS
#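 Kinetic fluorescence helicase assay: unwinding of a quenched forked DNA duplex (100 nM final) with 2 mM ATP final raises red fluorescence (525/598 nm). Compounds sat 15 min at room temperature with 20 nM WRN beforehand.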
# PLK1 PBD inh = blocks phosphopeptide binding to human PLK1 polo-box domain | P53350 | Plk1 PBD binding of FITC phosphopeptide, fluorescence polarization | Potency, µM, for the others: max response, negative = inhibition, actives largely listed as inhibitors | actives 2.8% (n = 360,000); note: potency is the fitted concentration of half-maximal effect; series mostly up to about 57 µM; % is set by controls: 0 for no effect and ±100 for the full control effect; nearly all actives have a fitted effect of over 65% in size
# * = called active by the depositor; ? = inconclusive; · = no result given; [ ] = dose if it differs, or a comment. Unless noted, calls come from the whole dose curve; as a rule, active = well fitted curve in the direction sought with a large enough effect; inconclusive = small, poorly fitted or top-dose-only effect, or another doubt; inactive = no such curve, though single readings can be large; an effect the other way counts as inactive or inconclusive.
SMILES,IL2 activator,GLP1R cytotox,DRD3 antagonist,PI5P4K alpha inh,GLP-1R inv ag,GLP1R ag,D3 ag,WRN helicase inh,PLK1 PBD inh
O=C1NC(=O)/C(=C/c2ccccc2OCc2ccccc2)S1,1.1,3.5%,-10.7,-13.2,-18.8%,0.7%,1.9,-9.5%,?
N#C/C(=C/c1ccc(F)cc1)c1nnc(NC(=O)c2ccccc2)s1,-0.6,30.3%[activator],22.8,?,14.8%,2.9%,-0.3,-5.4%,0.9%
O=C(NNS(=O)(=O)c1ccc(F)cc1)c1ccc([N+](=O)[O-])cc1Cl,-1.8,-9.2%,-1.6,-13.3,3.9%,0.0%,-9.2,16.3%,-12.4%
O=C(O)COc1ccccc1/C=N/NC(=O)c1cc(-c2ccc(Cl)cc2)nc2ccccc12,-1.1,10.2%,-22.8,-18.8,6.5%,-0.5%,-12.8,?,?
CC(=O)N1CCC2(CC1)CC(=O)c1cc(Cl)ccc1O2,-0.3,2.2%,5.1,-1.4,3.8%,-1.3%,-30.3,0.6%,-13.4%
Cc1cnc(NS(=O)(=O)c2ccc(N)cc2)nc1-c1ccccc1O,1.9,2.2%,0.2,-1.2,16.5%,-0.6%,1.0,-4.4%,-11.9%
CC(OC(=O)c1ccc(-n2cnnn2)cc1)C(=O)NCc1ccccc1 (stereo not drawn),-2.5,-2.5%,5.1,2.0,33.9%[activator],4.3%,8.7,3.2%,-0.8%
O=C(COc1cccc(NC(=O)c2cccc([N+](=O)[O-])c2)c1)c1ccc(F)cc1,-1.1,-28.2%,-13.0,7.6,?,-14.9%,4.4,-10.0%,-0.5%
CCOC(=O)N1CCN(C(=O)c2ccc(OC(C)=O)cc2)CC1,-0.4,-6.7%,10.8,7.0,12.3%,-1.1%,1.3,-4.3%,-8.4%
N/C(=N\OC(=O)c1ccc(Cl)cc1)c1[nH]ncc1Br,1.6,-9.5%,-14.0,-17.0,?,-4.8%,5.4,3.1%,-10.8%
Cc1ccc(CNS(=O)(=O)c2ccc([N+](=O)[O-])cc2)cc1,0.8,0.9%,-13.1,2.0,9.1%,-1.0%,3.8,-3.3%,-10.3%
Cc1ccc(/C=N/NC(=O)Cc2ccc(Cl)cc2)s1,-1.0,-10.4%,-13.0,-14.8,-16.5%,15.2%,2.7,-0.8%,-22.0%
O=C(O)C1CC=CCC1C(=O)Nc1cccnc1 (stereo not drawn),-0.6,13.6%,-19.5,2.7,7.8%,0.6%,-11.6,1.5%,-8.9%
CN(CCCn1ccc(NC(=O)OCc2ccccc2)nc1=O)Cc1ccco1,-3.0,-7.8%,-12.3,-4.6,-5.8%,1.1%,-3.7,2.3%,-5.3%
COc1ccc(-c2cc(C(F)(F)F)n3nc(C(=O)Nc4cc(C)on4)cc3n2)cc1OC,-2.2,53.5%[activator],-0.2,3.4,13.3%,0.5%,6.0,-2.2%[57.1 µM],-4.5%
Cn1c(C(=O)NCc2cccnc2)cc2sccc21,-3.0,-18.8%,6.3,·,0.0%,-5.3%,-11.5,-2.1%,-5.9%
Cc1ccc(S(=O)(=O)N(C)CC(=O)OCC(=O)NCCc2ccc(S(N)(=O)=O)cc2)cc1,-3.9,9.2%,15.6,-7.2,4.5%,14.1%,-6.3,-19.0%,1.6%
Cc1ccc(CS(=O)(=O)c2nsc(C)c2C#N)cc1,-1.0,1.0%,-1.4,-7.2,15.6%,15.8%,6.7,-5.7%,-3.5%
CCOC(=O)C1CCCN(C(=O)c2cn(-c3ccccc3)nc2-c2cccnc2)C1 (stereo not drawn),2.5,-3.5%,16.2,7.9,1.2%,24.1%,-7.2,-10.7%,0.7%
COc1cccc(CNC(=O)CCC2CCCN(C(=O)c3csc(C(C)C)n3)C2)c1 (stereo not drawn),-2.9,-0.9%,1.9,7.4,0.1%,10.6%,10.0,-4.0%,-9.8%
COc1ccc(Cl)cc1C(=O)NNC(=O)CNC(=O)c1ccc(C)s1,0.0,0.2%,3.0,3.6,-9.5%,11.1%,-4.5,-5.0%,-3.1%
CCc1n[nH]c(=S)n1/N=C/c1c(C)nn(-c2ccccc2)c1Cl,0.4,5.9%[0.307 µM],15.8,-5.5,6.4%[0.307 µM],18.7%,2.6,1.3%,-8.3%
COC(=O)c1cc(CNC(=O)CCCSc2ccccc2)ccc1OC,0.0,-6.9%,0.0,-0.4,-14.7%,10.7%,-7.5,3.8%,-19.7%
O=C(NNC(=O)c1ccc([N+](=O)[O-])cc1)c1ccncc1,-5.0,-8.3%,31.5,2.1,0.0%,0.0%,-0.7,0.7%,-5.4%
COc1cc2cc(CCOC(=O)c3ccc(F)cc3)oc(=O)c2cc1OC,-0.2,-1.5%,2.3,-7.3,4.3%,3.9%,2.7,6.4%,-0.3%

# Next section
SMILES,IL2 activator,GLP1R cytotox,DRD3 antagonist,PI5P4K alpha inh,GLP-1R inv ag,GLP1R ag,D3 ag,WRN helicase inh,PLK1 PBD inh
NC(=O)N=Nc1c(O)[nH]c2ccc([N+](=O)[O-])cc12,0.1,-17.1%,-5.6,-0.5,10.9%,2.5%,-4.8,-29.4%,1.4%
COC(=O)[C@@]1(Sc2ccc(C)cc2)CC(=O)N[C@@H]1c1ccc(C(F)(F)F)cc1,-0.4,-5.8%,0.0,-3.8,?,2.8%,-10.9,4.4%,-11.5%
Cc1nc(S(=O)(=O)Cc2ccccc2)nc2c1CCC2,-1.2,-11.7%,-7.3,-2.9,0.0%,4.6%,16.3,-2.5%,-4.4%
Cc1c(NC(=O)C2CC(c3cccc(Br)c3)=NO2)c(=O)n(-c2ccccc2)n1C (stereo not drawn),-1.1,-3.0%,-1.0,-2.8,0.6%,-13.8%,2.0,0.3%,6.1%
Cc1cccc(NC(=S)NC(=O)c2ccco2)n1,-1.3,1.0%,0.0,-2.4,6.8%,4.6%,-3.8,-21.2%,-4.6%
CSCCC(NS(=O)(=O)c1ccc(Cl)cc1)C(=O)O (stereo not drawn),-3.0,-8.4%,-7.5,6.8,9.4%,-5.6%,8.1,-1.9%,-10.5%
COc1cc(C)c(C(=O)Oc2cc(C)c(C(=O)O)c(O)c2C)c(O)c1C,2.6,3.3%,2.9,6.1,7.0%,0.8%,28.5,-19.8%,?
CC(NS(=O)(=O)c1ccc(N)cc1)C1CC2CCC1C2 (stereo not drawn),-4.0,30.8%,0.0,15.3,-28.5%,11.2%,-5.3,-5.9%,-20.2%
COc1cc(OC)c(NC(=O)c2c3c(nn2C)-c2ccccc2SC3)cc1Cl,·,1.3%,·,·,?,0.1%,-3.5,·,·
Cc1nc2ccccc2c2nc(NC(=O)C(F)(F)F)nn12,3.4,-2.4%,-0.2,3.6,79.6%[activator],9.1%,8.8,-4.5%,-1.6%
CCCCOc1ccc(/C=N/NC(=O)C2CCCNC2=O)cc1 (stereo not drawn),-0.7,-6.1%,-2.7,6.8,4.2%,9.3%,2.6,-3.3%,-5.6%
S=C(Nc1cc(Cl)cc(Cl)c1)NC1CCN(Cc2ccccc2)CC1,-5.3,?,-93.9*,0.4,3.98µM*,-1.9%,-14.1,-1.8%,7.8%
CN(C(=O)c1ccc(OC2CCN(Cc3ccccn3)CC2)cc1)C1CCCCC1,-4.3,-5.4%,-4.4,2.3,?,1.1%,-19.9,3.9%,2.6%
S=C(NCCCn1ccnc1)Nc1ccc(Cl)cc1Cl,-2.6,11.8%,0.7,1.4,-1.6%,0.7%,-5.9,1.7%,-16.9%
CCOC(=O)C1CCN(CCCSc2ccc(Cl)cc2)CC1,0.9,14.7%,?,1.4,?,6.5%,-38.3,-24.8%,-8.9%
Cn1c(=O)c2c(ncn2CC(=O)OCC(=O)Nc2cc(Cl)ccc2C#N)n(C)c1=O,2.3,-4.8%,15.6,2.7,-4.4%,12.8%,7.5,2.4%,-14.3%
COc1ccc(NS(=O)(=O)c2cc(S(C)(=O)=O)ccc2C)cc1,-2.0,66.1%[activator],9.4,-2.8,19.5%,-4.9%,-1.7,-8.6%,-2.6%
CN(CCCNC(=O)CSc1cc(=O)n(C)c2ccc(Cl)cc12)Cc1ccccc1,-0.3,-19.4%,4.0,10.2,?,7.8%,-3.2,-11.5%,1.4%
Cc1onc(-c2ccccc2)c1C(=O)c1c[nH]c(C(=O)NCc2ccncc2)c1,-1.4,7.6%,4.0,-2.5,13.2%,5.0%,1.9,1.8%,0.1%
CC(C)CN(CC(C)C)S(=O)(=O)N1CCC(C(=O)NC2CCCCCCC2)CC1,-1.0,-7.2%,5.2,·,0.0%,2.4%,1.1,-5.7%,-4.7%
Cc1cc2nc(-c3nnnn3C3CCCCC3)c(=O)[nH]c2cc1C,0.7,2.5%,-14.0,-8.4,10.3%,4.9%,0.3,-0.3%,-10.0%
Cc1nc(SCCOc2ccc(F)cc2)c2ccccc2n1,0.8,7.4%,7.7,7.3,6.0%,0.4%,0.5,-6.2%,-10.7%
Cc1ccc(C(=O)OC2CCCN(C)C2)cc1 (stereo not drawn),0.5,-7.8%,-16.2,2.2,-37.5%,-5.6%,-3.5,-1.4%,-25.1%

# Among those listed so far, these have a COOH group:
SMILES,IL2 activator,GLP1R cytotox,DRD3 antagonist,PI5P4K alpha inh,GLP-1R inv ag,GLP1R ag,D3 ag,WRN helicase inh,PLK1 PBD inh
O=C(O)COc1ccccc1/C=N/NC(=O)c1cc(-c2ccc(Cl)cc2)nc2ccccc12,-1.1,10.2%,-22.8,-18.8,6.5%,-0.5%,-12.8,?,?
O=C(O)C1CC=CCC1C(=O)Nc1cccnc1 (stereo not drawn),-0.6,13.6%,-19.5,2.7,7.8%,0.6%,-11.6,1.5%,-8.9%
CSCCC(NS(=O)(=O)c1ccc(Cl)cc1)C(=O)O (stereo not drawn),-3.0,-8.4%,-7.5,6.8,9.4%,-5.6%,8.1,-1.9%,-10.5%
COc1cc(C)c(C(=O)Oc2cc(C)c(C(=O)O)c(O)c2C)c(O)c1C,2.6,3.3%,2.9,6.1,7.0%,0.8%,28.5,-19.8%,?

# Bioassay records: PubChem, National Center for Advancing Translational Sciences (NCATS)
